Cdc42 wt – modulators (inhibitors or activators) of GTP binding to human Cdc42 wildtype. P60953. GST-Cdc42 beads, Bodipy-GTP binding, flow cytometry; actives lie on both sides. percent activity (GTP binding), % at 10 µM. 190,000 compounds, 0.2% hits. AID 761;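 active = percent activity GTP binding at least 20 points away from the 100% baseline, either down as inhibitor or up as activator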;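 also: median bead fluorescence of bound Bodipy-FL-GTP at 100 nM; 0% = excess unlabeled GTP control and 100% = no compound control; below 100% means less GTP binding so inhibitor and above means activator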
Target sequence (P60953 whole entry, looked up): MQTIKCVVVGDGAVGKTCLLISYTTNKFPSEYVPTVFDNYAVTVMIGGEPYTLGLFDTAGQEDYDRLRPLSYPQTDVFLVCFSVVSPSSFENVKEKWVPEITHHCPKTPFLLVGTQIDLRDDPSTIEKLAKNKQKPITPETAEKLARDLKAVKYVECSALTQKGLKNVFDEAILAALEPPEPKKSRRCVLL
Mcl1-Bid inh – disrupts binding of human Mcl-1 to Bid peptide; TR-FRET Mcl-1/Bid-Dy647 peptide binding, 1536-well; AID 1021; 220,000 compounds, 0.97% hits; inhibition, % at 21.7 µM; Q07820;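 active = compounds that cut the binding signal by more than half at the single screening dose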;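 also: His-tagged Mcl-1 with europium anti-His antibody binding Bid BH3 peptide; 0% = Mcl-1 plus peptide wells and 100% = peptide-only wells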
Target sequence (Q07820 whole entry, looked up): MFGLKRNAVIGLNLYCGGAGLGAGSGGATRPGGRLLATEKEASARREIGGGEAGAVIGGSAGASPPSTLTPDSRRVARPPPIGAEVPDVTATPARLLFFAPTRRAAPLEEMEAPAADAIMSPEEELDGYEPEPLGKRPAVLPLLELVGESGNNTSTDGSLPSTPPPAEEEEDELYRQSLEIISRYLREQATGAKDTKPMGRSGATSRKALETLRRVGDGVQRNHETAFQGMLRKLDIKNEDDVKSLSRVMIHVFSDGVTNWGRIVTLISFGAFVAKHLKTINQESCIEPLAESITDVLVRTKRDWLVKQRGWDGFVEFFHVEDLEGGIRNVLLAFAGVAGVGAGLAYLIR
Rac1 wt GTP bind – alters GTP binding to wildtype human Rac1; 190,000 compounds, 0.27% hits; GTP binding activity (% of control), % at 10 µM; GST-Rac1 beads, fluorescent GTP binding, flow cytometry; actives lie on both sides; 0 = cold GTP competed, 100 = untreated; AID 757; P63000;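 active = GTP binding activity at least 20 points away from the 100% control level, either lower or higher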
Mcl1-Noxa inh – disrupts binding of human Mcl-1 to Noxa peptide; Q07820; TR-FRET Mcl-1/Noxa peptide binding, 2 h; AID 1022; inhibition, % at 21.7 µM; 220,000 compounds, 1.5% hits;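 active = compounds that cut the protein-peptide binding signal by more than 50% relative to plate controls in a single-dose test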;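 also: His-tagged Mcl-1 with rhodamine Noxa BH3 peptide and terbium anti-His antibody; 0% = Mcl-1 plus Noxa peptide wells and 100% = peptide-only wells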
Rac1 mut GTP – human Rac1 activated mutant GTP binding change. P63000. GST-Rac1 activated beads, fluorescent GTP binding, flow cytometry; actives lie on both sides; 100% means binding = to untreated wells. percent activity (GTP binding), % at 10 µM. 190,000 compounds, 0.11% hits;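 active = GTP binding at least 20 percentage points away from the 100% baseline, in either direction, so actives lie on both sides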
Rab7 wt modul – alters GTP binding to wildtype dog Rab7 | GST-Rab7 beads, fluorescent GTP binding, flow cytometry; actives lie on both sides; untreated = 100%, excess cold GTP = 0% | GTP binding activity (percent of control), % at 10 µM | 190,000 compounds, 0.055% hits | AID 758;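 active = fluorescent GTP binding to Rab7 beads changed by at least 20 points from the 100% baseline, either direction, mostly lower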;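 also: median green fluorescence of bound Bodipy-FL-GTP per Rab7 bead population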
Pf gametocyte – kills late stage P. falciparum gametocytes; P. falciparum stage V gametocytes, ATP luminescence, 24 h; inhibition, % at 10.9 µM; 150,000 compounds, 0.065% hits; AID 743093;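 active = inhibition above the mean plus 3 SD of compounds within the control limits, set per campaign, cut at about 38% in these data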;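 also: 0% = DMSO wells and 100% = medium only without gametocytes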
Avidin bead fluor – compound fluoresces at 488/530 nm on avidin beads; compound fluorescence 488/530 nm, flow cytometry; stronger effect = higher value; fluorescence (KMESF) at 10 µM; 220,000 compounds, 0.38% hits; AID 1775; in the data active = fluorescence above about 47; also: inactives centre near 10
HRas wt GTP – modulators of GTP binding to human HRas wildtype | GTP binding activity, % at 10 µM | 190,000 compounds, 0.14% hits | GST-Ras wt beads, Bodipy-FL-GTP binding, flow cytometry; actives lie on both sides;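 active = GTP binding activity at least 20% away from the 100% baseline, either lowered as inhibitor or raised as activator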;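 also: 0% = unlabeled GTP competition control and 100% = no-compound control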
Target sequence (P01112 whole entry, looked up): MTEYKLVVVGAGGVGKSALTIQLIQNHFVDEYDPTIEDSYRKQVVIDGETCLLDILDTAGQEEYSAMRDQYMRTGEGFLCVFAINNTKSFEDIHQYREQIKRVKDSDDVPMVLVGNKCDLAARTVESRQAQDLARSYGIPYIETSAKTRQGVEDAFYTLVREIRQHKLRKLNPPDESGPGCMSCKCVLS
Rab2A wt mod – changes GTP binding to wildtype dog Rab2A, up or down | AID 760 | GTP binding activity, % at 10 µM | GST-Rab2 wt beads, Bodipy-GTP binding, flow cytometry | 190,000 compounds, 0.19% hits;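 active = GTP binding activity at least 20 points away from 100%, either lowered or raised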;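 also: 0% = beads with excess unlabeled GTP and 100% = no-compound control corrected for plate trend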
GSH bead fluor – GSH bead compound fluorescence profile. fluorescence (KMESF) at 10 µM. GSH beads flow cytometry, compound fluorescence 488/530 nm; stronger effect = higher value. 190,000 compounds, 0.25% hits. AID 1776; in the data active = fluorescence above about 89;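 also: glutathione beads carrying GST-tagged Bcl family fusion proteins plus one bare bead set; values are compound well signal with DMSO vehicle wells as background; inactives centre near 16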
Active calls of the source: *; · = not tested or not shown.

SMILES | Cdc42 wt | Mcl1-Bid inh | Rac1 wt GTP bind | Mcl1-Noxa inh | Rac1 mut GTP | Rab7 wt modul | Pf gametocyte | Avidin bead fluor | HRas wt GTP | Rab2A wt mod | GSH bead fluor
COc1ccc(CC(=O)N2CCc3ccccc32)cc1 | 98.0 | -10.1 | 102.0 | -9.9 | 99.0 | 100.0 | 0.9 | 20 | 97.0 | 97.0 | 12
CSc1cccc(NC(=O)CN(Cc2ccc(Cl)cc2)S(C)(=O)=O)c1 | 99.0 | -33.2 | 95.0 | 3.1 | 94.0 | 100.0 | · | 7 | 97.0 | 98.0 | 9
O=C(Cn1cc2c(n1)CCCCC2)N1CCc2ccccc21 | 100.0 | -4.2 | 101.0 | -2.9 | 99.0 | 98.0 | · | 17 | 101.0 | 100.0 | 14
O=S1(=O)CC(O)C(NCCO)C1 (stereo not given) | 97.0 | -11.5 | 98.0 | 2.2 | 92.0 | 105.0 | · | 9 | 98.0 | 101.0 | 19
COC(=O)C1=C(C)N=C2SC(C)C(=O)N2C1/C=C/c1ccccc1OC (stereo not given) | 98.0 | -26.2 | 108.0 | 10.9 | 100.0 | 101.0 | -8.4 | 10 | 102.0 | 102.0 | 12
COC(=O)c1ccc(NC(=O)Nc2ccccc2C)cc1 | 97.0 | -9.2 | 102.0 | 15.9 | 95.0 | 95.0 | -4.9 | 9 | 97.0 | 98.0 | 12
Cc1ccc(-n2c3nc(=O)[nH]c(=O)c-3cc3cc([N+](=O)[O-])ccc32)cc1C | 89.0 | -0.1 | 90.0 | 6.0 | 92.0 | 93.0 | 12.1 | 13 | 92.0 | 91.0 | 18
O=C1c2ccccc2C(=O)c2c1ccc1c(=O)n(C3CCCCC3)[nH]c21 | 97.0 | -26.7 | 99.0 | -3.4 | 96.0 | 98.0 | -17.8 | 8 | 97.0 | 98.0 | 26
CCOc1cccc(CN2CCN(CCc3ccccc3)C(CCO)C2)c1O (stereo not given) | 87.0 | -60.8 | 88.0 | -6.6 | 85.0 | 98.0 | 2.3 | 8 | 85.0 | 89.0 | 23
COC(=O)c1ccc(C)c(NS(=O)(=O)c2ccc(NC(C)=O)cc2)c1 | 101.0 | -27.3 | 102.0 | -9.0 | 101.0 | 102.0 | 11.9 | 6 | 100.0 | 101.0 | 16
Cc1nc(-c2ccc(C(=O)O)cc2)cs1 | 100.0 | -13.0 | 99.0 | 16.8 | 97.0 | 94.0 | 19.8 | 6 | 96.0 | 93.0 | 14
COc1ccc(NC(=S)N2CCCC2c2ccc(OC)c(OC)c2)cc1 (stereo not given) | 91.0 | -27.1 | 93.0 | 6.8 | 90.0 | 95.0 | -0.9 | 10 | 93.0 | 93.0 | 12
COc1ccccc1CNCC(=O)Nc1ccccc1-n1cccc1 | 99.0 | -8.5 | 102.0 | 24.0 | 97.0 | 106.0 | -4.8 | 12 | 102.0 | 101.0 | 25
CCOCCCNC(=O)C(NC(=O)c1ccc(=O)[nH]c1)c1ccccc1 (stereo not given) | 95.0 | -13.6 | 93.0 | -3.0 | 95.0 | 96.0 | -11.4 | 10 | 95.0 | 95.0 | 31
Cn1c(CC(=O)Nc2ccccc2)nnc1SCC(=O)c1ccccc1 | 101.0 | -18.7 | 104.0 | 7.4 | 98.0 | 101.0 | -8.5 | 22 | 101.0 | 101.0 | 31
N#Cc1nc(-c2ccccc2F)oc1NCCN1CCOCC1 | 97.0 | -26.8 | 103.0 | 9.5 | 98.0 | 94.0 | · | 2 | 95.0 | 96.0 | 23
Cc1cc(C)n(-c2nnc3n2N=C(c2ccccc2)CS3)n1 | 105.0 | -19.7 | 106.0 | 29.6 | 99.0 | 102.0 | · | 15 | 103.0 | 104.0 | 34
CC(=O)Nc1cccc(N(C(=O)C2COc3ccccc3O2)C(C(=O)NC2CCCCC2)c2cn(C)nc2C)c1 (stereo not given) | 99.0 | -14.3 | 101.0 | 6.0 | 97.0 | 99.0 | -14.3 | 6 | 98.0 | 99.0 | 15
CCOc1ccccc1NC(=O)CSc1ccc2nnc(-c3cccnc3)n2n1 | 65.0* | 3.1 | 58.0* | -2.3 | 76.0* | 83.0 | · | 26 | 69.0* | 64.0* | 4
COC(=O)c1ccccc1NC(=O)Oc1ccc(C(C)C)cc1 | 102.0 | 3.6 | 100.0 | 8.0 | 100.0 | 101.0 | · | 6 | 100.0 | 101.0 | 25
O=c1cc(-c2ccco2)nc(-c2cccs2)o1 | 96.0 | -60.6 | 103.0 | -6.5 | 97.0 | 98.0 | · | 10 | 96.0 | 99.0 | 7
CCOCCCNC(=S)N1CCN(C(=O)C(=O)Nc2ccc(C(=O)OC)cc2)CC1 | 99.0 | -38.8 | 104.0 | 0.0 | 101.0 | 98.0 | 11.0 | 16 | 99.0 | 99.0 | 11
O=C(/C=C/Nc1ccccc1Br)c1ccccn1 | 100.0 | -30.9 | 101.0 | -23.7 | 96.0 | 104.0 | · | 8 | 100.0 | 101.0 | 11
O=C(COC(=O)c1ccc2[nH]c3c(c2c1)CCCC3)NC1CCS(=O)(=O)C1 (stereo not given) | 97.0 | -37.9 | 102.0 | 17.8 | 96.0 | 95.0 | 7.2 | 11 | 99.0 | 95.0 | 16
Cc1cc(C)nc(-n2nc(C)cc2NC(=O)CN2CCC(C)CC2)n1 | 102.0 | -20.6 | 108.0 | 16.9 | 100.0 | 104.0 | · | 14 | 104.0 | 102.0 | 41

2 compounds picked at random from those above, as already listed:
SMILES | Cdc42 wt | Mcl1-Bid inh | Rac1 wt GTP bind | Mcl1-Noxa inh | Rac1 mut GTP | Rab7 wt modul | Pf gametocyte | Avidin bead fluor | HRas wt GTP | Rab2A wt mod | GSH bead fluor
COc1ccc(CC(=O)N2CCc3ccccc32)cc1 | 98.0 | -10.1 | 102.0 | -9.9 | 99.0 | 100.0 | 0.9 | 20 | 97.0 | 97.0 | 12
O=C(Cn1cc2c(n1)CCCCC2)N1CCc2ccccc21 | 100.0 | -4.2 | 101.0 | -2.9 | 99.0 | 98.0 | · | 17 | 101.0 | 100.0 | 14

Remaining list, next part:
SMILES | Cdc42 wt | Mcl1-Bid inh | Rac1 wt GTP bind | Mcl1-Noxa inh | Rac1 mut GTP | Rab7 wt modul | Pf gametocyte | Avidin bead fluor | HRas wt GTP | Rab2A wt mod | GSH bead fluor
CN(C)CCCNc1ncnc2scc(-c3ccccc3)c12 | 91.0 | 35.1 | 95.0 | 24.0 | 96.0 | 96.0 | -23.7 | 19 | 93.0 | 95.0 | 13
Nc1nnc(CSCc2ccc(Cl)cc2Cl)s1 | 97.0 | 0.1 | 104.0 | 9.6 | 101.0 | 98.0 | 4.7 | 6 | 100.0 | 97.0 | 10
COc1cc(-c2noc(-c3cccs3)n2)cc(OC)c1OC | 103.0 | -3.5 | 104.0 | 4.6 | 99.0 | 96.0 | -0.1 | 33 | 101.0 | 99.0 | 25
Cc1ccc(CNC(=O)C2CCN(S(=O)(=O)N3CCOCC3)CC2)cc1 | 100.0 | -23.0 | 101.0 | 5.0 | 96.0 | 104.0 | -8.1 | 18 | 100.0 | 99.0 | 5
Cc1noc(C)c1COC(=O)c1cc2c3ccccc3n(C)c2s1 | 93.0 | -4.5 | 93.0 | -4.8 | 94.0 | 93.0 | · | 16 | 97.0 | 93.0 | 29
Cc1cc(C)n(C(=O)C(C(=O)c2ccccc2)C(C)C)n1 (stereo not given) | 99.0 | -12.7 | 104.0 | -7.8 | 99.0 | 108.0 | 2.6 | 3 | 102.0 | 102.0 | 10
Cc1cnc(-c2nnc(N(C)C(=O)C3CCCO3)s2)cn1 (stereo not given) | 105.0 | -30.9 | 111.0 | 7.3 | 100.0 | 105.0 | · | 3 | 103.0 | 106.0 | 11
CN1C(=O)CC(Sc2ccccc2C(=O)O)C1=O (stereo not given) | 107.0 | -13.2 | 103.0 | -6.9 | 101.0 | 101.0 | · | 7 | 104.0 | 103.0 | 19
CCOC(=O)CNC(=O)c1cc(-c2ccc3c(c2)OCCO3)oc1C | 101.0 | -14.7 | 103.0 | 21.9 | 98.0 | 100.0 | -5.8 | 8 | 103.0 | 102.0 | 35
COc1ccc(-c2noc(CCC(=O)Nc3nc4ccccc4s3)n2)cc1 | 102.0 | 2.6 | 107.0 | -15.3 | 98.0 | 103.0 | 15.2 | 35 | 102.0 | 102.0 | 11
COc1ccc(C(=O)c2cc3cccc(OC)c3o2)cc1 | 97.0 | -11.0 | 98.0 | -1.3 | 95.0 | 107.0 | 4.2 | 9 | 100.0 | 100.0 | 15
CS(=O)(=O)Nc1ccc(C(=O)Nc2ccc3c(c2)OCO3)cc1 | 90.0 | -51.0 | 86.0 | 5.1 | 90.0 | 101.0 | 15.5 | 16 | 92.0 | 93.0 | 7
O=C(CN1CCN(c2ncc(C(F)(F)F)cc2Cl)CC1)NCCNc1ncc(C(F)(F)F)cc1Cl | 102.0 | 9.6 | 103.0 | 9.9 | 99.0 | 98.0 | · | 40 | 102.0 | 99.0 | 14
C/C(=N\NC(=O)c1cccc(F)c1)c1ccc(Br)s1 | 105.0 | -7.0 | 108.0 | -17.9 | 103.0 | 100.0 | · | 14 | 102.0 | 102.0 | 13
Cc1ccc(-c2nc(CN3CCN(c4cnccn4)CC3)c(C)o2)o1 | 101.0 | -56.3 | 104.0 | 20.0 | 98.0 | 106.0 | -3.5 | 11 | 100.0 | 102.0 | 12
Cc1cc(CNC(=O)c2cccnc2Cl)c2ccccc2n1 | 106.0 | 8.6 | 107.0 | 16.9 | 101.0 | 100.0 | · | 17 | 101.0 | 105.0 | 12
CCn1c(NCc2cccs2)nc2ccccc21 | 105.0 | -11.2 | 106.0 | -15.3 | 99.0 | 97.0 | -5.9 | 17 | 100.0 | 99.0 | 4
CCn1c(/C=C/c2ccccc2)nc2ccccc2c1=O | 95.0 | 3.7 | 97.0 | 17.5 | 94.0 | 102.0 | · | 11 | 96.0 | 97.0 | 13
CCN(CC)CCn1c(SCC(=O)NCc2ccccc2)nc2c(sc3ccccc32)c1=O | 100.0 | -10.8 | 98.0 | 21.2 | 96.0 | 104.0 | 10.1 | 6 | 100.0 | 99.0 | 20
O=C(NC(=S)NCc1ccc(-c2nc3ccccc3s2)cc1)c1ccco1 | 99.0 | 15.9 | 99.0 | 7.3 | 96.0 | 96.0 | -7.5 | 7 | 97.0 | 96.0 | 13
O=C1Nc2ccccc2OC1CC(=O)N1CCOCC1 (stereo not given) | 103.0 | -5.1 | 107.0 | 11.1 | 101.0 | 105.0 | · | 7 | 104.0 | 103.0 | 24
CCOC(=O)c1c(C)n(-c2ccc(C)cc2)c2ccc(O)c(CN(C)C)c12 | 97.0 | -22.6 | 105.0 | 24.6 | 95.0 | 96.0 | -14.1 | 9 | 97.0 | 97.0 | 15
CC(C)n1c(-c2ccncc2)n[nH]c1=S | 96.0 | -41.1 | 97.0 | 8.7 | 96.0 | 94.0 | 4.1 | 8 | 96.0 | 99.0 | 17

Source: PubChem
